# From PubChem BioAssay
# SV40 large T antigen = TAg ATPase/helicase activity blockers – biochemical (AID 1903). inhibition, % at 20 µM; hits with a dose series show IC50 in µM. 310,000 tested, 0.39% active. SV40 large T antigen ATPase/helicase inhibition assay; higher % means a stronger effect; in the data active = a potency from the dose series; inconclusive = inhibition mostly from about 32% at the one dose, without a potency; inactive = the rest, 99 in 100 with inhibition below about 32%; note: strong numbers were not always called active
# TNAP activation fold = human TNAP enzyme activators, primary screen, biochemical, luminescent, no phosphate acceptor, uHTS (AID 1001); purified TNAP, luminescent activation assay, no phosphate acceptor; higher activation fold means a stronger effect; one-dose activation fold at 20 µM; EC50 in µM for titrated hits; 200,000 tested, 0.03% active; in the data active = activation fold from about 3, or a potency from the dose series; inactive = the rest, 99 in 100 with activation fold below about 1.6; note: many of its hits are not listed in these tables
# NTR1 agonist = agonists of NTR1, primary screen, imaging, U2OS cells, beta-arrestin-GFP, high content (AID 493036). 330,000 tested, 0.17% active. activation, % at 20 µM. P30989. NTR1-U2OS beta-arrestin-GFP spot imaging, agonist mode;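 active = activation at or above 40% of the spot to cytoplasm intensity ratio, with at least 20 cells analyzed; inconclusive = wells under 20 cells, flagged as cytotoxic or low count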;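 note: 0% = DMSO without peptide and 100% = 100 nM NTR1 peptide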
# Target sequence (P30989 whole entry, looked up): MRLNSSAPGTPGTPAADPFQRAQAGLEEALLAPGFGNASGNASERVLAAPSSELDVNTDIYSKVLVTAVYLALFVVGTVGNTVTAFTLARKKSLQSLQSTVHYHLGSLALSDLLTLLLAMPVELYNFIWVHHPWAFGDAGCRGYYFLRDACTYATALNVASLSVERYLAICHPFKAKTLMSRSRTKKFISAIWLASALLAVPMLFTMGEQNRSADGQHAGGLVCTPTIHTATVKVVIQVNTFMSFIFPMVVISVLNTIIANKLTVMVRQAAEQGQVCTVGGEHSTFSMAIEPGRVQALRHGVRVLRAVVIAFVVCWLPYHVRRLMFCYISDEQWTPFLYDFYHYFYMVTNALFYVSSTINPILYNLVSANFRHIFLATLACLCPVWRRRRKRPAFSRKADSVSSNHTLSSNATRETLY
# UTI89 phage lysis = inhibition of K1F phage lysis, E. coli UTI89, bacterial capsule biogenesis inhibitors, alamar blue (AID 488966); E. coli UTI89 K1F phage lysis, alamar blue, 2 h; higher % means a stronger effect; inhibition, % at 100 µM; hits with a dose series show IC50 in µM; 340,000 tested, 0.02% active;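 active = phage lysis inhibition, versus mean bacterial control, above a set limit; inconclusive = no clear call, values can overlap the other calls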;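 note: capsule biogenesis inhibitors block K1F phage lysis so surviving cells raise fluorescence; higher fluorescence means more inhibition of phage lysis; actives were called in the ten point dose series up to 300 µM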
# PhoP inhibition = PhoP-dependent GFP reporter repression – Salmonella Typhimurium, primary screen (AID 1863); S. Typhimurium PhoP-regulated promoter GFP reporter, 4 h; higher % means a stronger effect; inhibition, % at 50 µM; hits with a dose series show IC50 in µM; 300,000 tested, 0.16% active;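 active = inhibition over 29.93%, a cutoff 3 SD above the screen mean, later confirmed by dose response; inconclusive = inhibition over 29.93% but no dose response follow-up; inactive = inhibition at most 29.93% or unconfirmed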;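 note: 0% = low Mg2+ inducing control and 100% = high Mg2+ repressing control; strong numbers were not always called active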
# Myeloid diff 2 = promotes myeloid progenitor differentiation. ER-HoxA9 myeloid progenitors, lysozyme-GFP differentiation, flow cytometry. calls only at 10 µM. AID 624256. 360,000 tested, 1% active;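 active = normalized GFP-positive differentiation at or above the plate's own cutoff, the solvent-only control mean plus 3 SD; inconclusive = no clear call, values can overlap the other calls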;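 note: cells exposed to compound for four days before flow analysis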
# T cell HTS = T cell immune modulation candidate | 2C CD8+ T cell-vesicle binding, flow cytometry; hits give low values | 330,000 tested, 0.068% active | AID 2052 | calls only at 7 µM;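 active = response, share of CD8 T cells binding vesicles, and their 90th percentile fluorescence all below set limits, cut at about 80% in these data, passing the limit was not always enough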
#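 Read-out – percent CD8+ FL2 mean versus row control · System – murine 2C transgenic CD8+ T lymphocytes · Times – 1.5 h cell–vesicle binding at 37 °C, then 20 min icy labelling · Control set – naked vesicles low, QL9 vesicles with vehicle high · Detection – cytometric PE anti-B7-1 and Alexa647 anti-CD8 signals after 1% paraformaldehyde fixation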
# Rac1 GTP hydrolysis = MgcRacGAP GTPase-activating activity inhibitors, confirmation, biochemical, ADP Hunter fluorescence; MgcRacGAP-stimulated Rac1 GTP hydrolysis, ADP Hunter fluorescence; higher % means a stronger effect; GST-tagged Rac1 F28L mutant substrate; inhibition, % at 30 µM; hits with a dose series show IC50 in µM; 340,000 tested, 0.6% active; AID 624330;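 active = first-screen hits whose inhibition reached a set limit at any dose in the follow-up dose series; inconclusive = inhibition above the set first-screen limit but never retested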;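 note: fluorescence reports GDP produced by GAP-driven GTP hydrolysis; strong numbers were not always called active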
# RSV antiviral HEp-2 = RSV antiviral activity via CPE protection, HEp-2 cells, primary 10 µM value included (AID 2391); HEp-2 cells, RSV-induced CPE inhibition; higher % means a stronger effect; CPE inhibition, % at 10 µM; hits with a dose series show IC50 in µM; 310,000 tested, 0.13% active; in the data active = a potency from the dose series; inconclusive = CPE inhibition mostly from about 23% at the one dose, without a potency; inactive = the rest, 99 in 100 with CPE inhibition below about 21%; note: strong numbers were not always called active
# T cell HTS vesicle-bound % = also measured in T cell HTS; calls as there; double positive events, %; measured here: CD8+ vesicle-bound cell fraction;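 binding gate set so that unloaded-vesicle control wells show 10% double positive cells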
# NTR1 agonist cell count 20 µM = further read-out of NTR1 agonist, marked with its call; cell count; measured here: cell count, cytotoxicity flag
# Myeloid diff 2 GFP+ MAC1+ % = further read-out of Myeloid diff 2, marked with its call; GFP+ MAC1+ double positive, %; measured here: differentiation confirmed by MAC1 staining
# * hit, by the source's call; i = inactive; ? = inconclusive; . = no result given; [ ] = another dose, or the depositor's remark.
SMILES,SV40 large T antigen,TNAP activation fold,NTR1 agonist,NTR1 agonist cell count 20 µM,UTI89 phage lysis,PhoP inhibition,Myeloid diff 2,Myeloid diff 2 GFP+ MAC1+ %,T cell HTS,T cell HTS vesicle-bound %,Rac1 GTP hydrolysis,RSV antiviral HEp-2
CC(NS(=O)(=O)c1ccccc1)C(=O)NCCc1ccccn1 (centres undefined),14%,1,-0.9,27,0.6%,-2%,i,0.1,i,45,4%,0.8%
O=C(NNS(=O)(=O)c1ccccc1)c1ccc([N+](=O)[O-])cc1,9%,.,1.3,63,0.5%,-3%,i,0.8,i,58,1%,1.8%
COc1cccc(OCCNCc2ccccc2)c1,4%,.,-0.2,75,-1.3%,4%,i,0.5,i,46,23%,-0.6%
O=C(ON=C1CCN(S(=O)(=O)c2ccccc2)CC1)c1ccccc1,5%,1,-0.3,86,0.5%,3%,i,1.2,i,34,9%,2.1%
Cc1nn(Cc2ccc(C(=O)N3CCN(C(=O)c4ccco4)CC3)o2)c(C)c1[N+](=O)[O-],19%,.,-0.2,43,-0.1%,-1%,i,0.6,i,38,6%,0.8%
COc1ccc(C(=O)NCCc2nnc(SCC(=O)Nc3ccccc3)n2C)cc1,-6%,1.1,0.7,48,-0.1%,11%,i,1.1,i,43,3%,0.4%
O=C(NCc1ccco1)C1CC(=O)N(c2cccc(Cl)c2)C1 (centres undefined),5%,.,4.0,42,0.2%,-1%,i,0.6,i,15,0%,1.3%
C=CCOc1ccccc1CN1CCC(Oc2ccc(C(=O)N3CCCCC3)cc2)CC1,10%,.,1.0,53,-0.2%,-8%,i,0.5,i,23,6%,0.0%
CC(C)NCc1nnc(-c2ccccc2Cl)o1,-1%,1.2,0.8,51,0.3%,12%,i,0.7,i,42,-4%,1.4%
CCCc1cc(=O)oc2cc(C)c3c(C)coc3c12,4%,1.1,3.5,65,2.1%[50 µM],11%,i,0.6,i,25,9%,8.5%
CCN1CCN(C(=S)Nc2cccc(Cl)c2)CC1,2%,1.1,-0.9,66,0.1%,-7%,i,1.3,i,57,-14%,-0.1%
Cc1ccc(CNC(=O)CCNS(=O)(=O)c2cccc3nsnc23)cc1,10%,.,0.9,41,0.4%,-2%,i,3.2,i,37,-5%,0.7%
CCOc1ccc(NC(=O)CSc2nnc(COc3c(C)cccc3C)o2)cc1,0%,1.1,-3.7,63,3.7%,3%,i,1.5,i,69,1%,-1.1%
COc1cc(O)c(C(C)=O)cc1OC,-9%,1,-1.4,72,1.4%,5%,i,0.3,i,30,-1%,2.5%
CCS(=O)(=O)N1Cc2ccccc2CC1C(=O)Nc1nnc(SCc2ccc(F)cc2)s1 (centres undefined),0%,1.1,3.2,73,4.1%,8%,i,0.3,i,33,6%,6.9%
C/C(=N/NC(=O)c1ccoc1C)c1cccc(NC(=O)C2CC2)c1,17%,1.1,1.4,73,1.9%[50 µM],4%,i,0.6,i,0,7%,2.1%
Cc1ccc(C)n1-c1sc2c(c1C#N)CCC(C)C2 (centres undefined),3%,0.7,0.6,54,0.4%,-11%,i,1.6,i,50,1%,0.8%
O=C(O)Cn1c(-c2ccccc2)cc2ccccc21,2%,.,-1.9,53,0.1%,-6%,i,0.2,i,18,11%,6.0%
O=C1/C(=C\c2ccco2)SC(=S)N1C1CCS(=O)(=O)C1 (centres undefined),22%,.,1.1,51,.,-19%,i,1.1,i,46,.,3.5%
CCSc1nsc(SCC)c1C(N)=O,19%,1,-1.6,58,0.2%,-3%,i,0.7,i,14,9%,1.6%
COC(=O)[C@@H](Cc1c[nH]c2ccccc12)NC(=O)CCC(=O)c1ccc(Br)cc1,5%,.,-0.7,104,-0.1%,6%,i,0.5,i,46,1%,3.0%
COc1ccccc1C(=O)NNC(=O)c1csc(N2CCOCC2)n1,-2%,.,1.9,63,1.1%[50 µM],-4%,i,0.5,i,24,5%,1.6%
CC1CCCC(C)N1C(=O)COC(=O)c1cccs1 (centres undefined),.,.,-1.0,33,0.7%[50 µM],.,i,1.3,i,38,8%,.
CC(C)C(=O)Nc1ncc2c(n1)CC(c1cccs1)CC2=O (centres undefined),4%,1.1,-0.4,35,-0.2%,-3%,i,1.6,i,19,-5%,0.4%
Nc1nc(C(=O)N2CCOCC2)nn1S(=O)(=O)c1ccc(Cl)cc1,1%,1.1,0.9,84,0.0%,1%,i,0.9,i,41,1%,-0.2%

# The list continues:
SMILES,SV40 large T antigen,TNAP activation fold,NTR1 agonist,NTR1 agonist cell count 20 µM,UTI89 phage lysis,PhoP inhibition,Myeloid diff 2,Myeloid diff 2 GFP+ MAC1+ %,T cell HTS,T cell HTS vesicle-bound %,Rac1 GTP hydrolysis,RSV antiviral HEp-2
O=C(CSc1n[nH]c(-c2ccncc2)n1)Nc1ccccc1Cl,7%,.,-0.7,85,-0.6%,-5%,i,0.8,i,12,7%,-2.5%
C/C=C/C(=O)Nc1cccc(C2=NOC3(C2)C[C@@H](C(N)=O)N(C(=O)C(c2ccccc2)c2ccccc2)C3)c1 (some centres undefined),6%,.,0.5,97,2.5%,3%,i,1.2,i,5,12%,1.7%
O=c1c2ccccc2c(-c2ccccc2)nn1Cc1c(Cl)cccc1Cl,-5%,1.1,10,48,0.0%,-1%,i,0.2,i,6,-3%,4.9%
OC(COCc1cccs1)CN1CCN(c2cccc(C(F)(F)F)c2)CC1 (centres undefined),2%,1,2.4,51,5.8%,10%,i,0.3,i,34,3%,3.2%
CCOC(=O)c1ccc(-n2c(O)c(/C=N/NC(=O)C3COc4ccccc4O3)c3ccccc3c2=O)cc1 (centres undefined),-6%,1.2,2.2,43,0.3%,-5%,i,0.5,i,9,17%,8.0%
CCCCN1C(=O)/C(=C2\SC(N3CCOCC3)=NC2=O)c2ccccc21,7%,.,1.1,59,5.8%,5%,i,0.1,i,53,-4%,1.8%
Cc1ccc(S(=O)(=O)Nc2cccc3c2O[C@@H](CN(C)C(=O)Nc2ccc4c(c2)OCO4)[C@H](C)CN([C@@H](C)CO)C3=O)cc1,.,.,-2.2,56,0.0%,.,i,0.7,i,11,4%,.
Cn1c(=O)c([N+](=O)[O-])c(NCc2ccc3c(c2)OCO3)c2ccccc21,6%,.,-0.3,46,.,-4%,i,0.7,i,40,.,6.8%
Cc1ccnc2nc(C(=O)OCC(=O)N(Cc3ccccc3)C(C)(C)C)nn12,.,.,1.0,45,0.6%[50 µM],.,i,0.7,i,31,5%,.
CN(C)c1ccc(C2CC(=O)NC3=C2C(=O)CC(C)(C)C3)cc1 (centres undefined),21%,1,-0.5,49,4.7%,-5%,i,2.2,i,43,8%,0.2%
COc1ccccc1C(=O)C1CCCN(C(=O)c2cccc(Cn3cccn3)c2)C1 (centres undefined),23%,.,-0.5,62,0.0%,-6%,i,1.0,i,39,2%,11%
O=c1c(Br)c(N2CCCCC2)cnn1-c1ccccc1,16%,1.1,0.9,42,1.1%,-2%,i,0.4,i,14,3%,1.1%
CS(=O)(=O)NCCNc1ccc(Cl)cc1[N+](=O)[O-],23%,0.9,-1.8,79,1.6%,12%,i,0.3,i,29,4%,3.2%
O=C(COc1cccc(C(F)(F)F)c1)NNC(=O)c1ccc(=O)[nH]c1,.,.,0.5,66,0.5%[50 µM],.,i,0.6,i,36,3%,.
COc1cccc(C(c2sc3ncnn3c2O)N2CCc3ccccc3C2)c1 (centres undefined),18%,1,1.9,88,-0.4%,-7%,i,1.4,i,22,25%,1.6%
Cn1c(C=O)c(C#CC(C)(C)O)c2ccccc21,.,.,1.6,51,0.2%,.,i,2.0,i,35,11%,5.0%
COc1cccc(CNC(=O)C2CCCN(S(C)(=O)=O)C2)c1 (centres undefined),3%,1.1,-0.9,62,-1.3%,-7%,i,2.6,i,64,-2%,2.2%
COc1ccc(C(=N/O)/C(=N/O)c2ccc(OC)cc2)cc1,14%,1,1.6,43,4.4%,4%,i,4.4,i,14,3%,3.7%
Cc1nc2ccc(S(=O)(=O)NCC(=O)N3CCC(C)CC3)cc2s1,3%,1.1,-1.4,48,-0.2%,3%,i,2.7,i,54,-5%,1.0%
O=[N+]([O-])c1cccc(CN2C[C@@]34C=C[C@@H](C[C@@H]3S2(=O)=O)O4)c1,25%,.,-2.5,90,-2.0%,4%,i,2.1,i,30,9%,1.7%
CCN(C[C@H]1N[C@@](CC)(C(=O)OC)[C@H]2C(=O)N(C)C(=O)[C@@H]12)C(=O)c1ccccc1,.,.,0.4,47,0.1%,.,i,1.2,i,5,1%,.
CCOc1ccc(N(C)S(=O)(=O)c2cc(-c3cc(C)no3)ccc2OC)cc1,13%,.,1.1,68,i,6%,i,1.8,i,46,12%,?
CC(=O)Nc1ccc(NC(=S)NC(=O)c2cc3ccccc3o2)cc1,-5%,1,4.1,55,-2.4%,7%,i,0.8,i,32,-2%,4.7%
Cc1cc(SCC(=O)N(C)C2CCS(=O)(=O)C2)nc2c(C)cccc12 (centres undefined),1%,1,-0.1,37,0.3%,5%,i,0.6,i,8,3%,-0.6%
O=C(N/N=C1\CCCc2ccccc21)c1ccc([N+](=O)[O-])cc1Cl,-6%,1,2.9,79,-0.3%,24%,i,0.5,i,23,7%,4.6%
Cc1ccc(C2(c3ccc(C)cc3)CC2C(=O)NCc2cccnc2)cc1 (centres undefined),-6%,1.1,-1.2,59,-0.1%,0%,i,2.3,i,49,-9%,-0.6%
Cc1ccc2c(CN(C)Cc3ccc(OC(F)F)cc3)cc(=O)oc2c1C,23%,.,4.5,49,0.4%,6%,i,0.3,i,22,4%,4.5%
Cc1onc(-c2c(Cl)cccc2Cl)c1C(=O)NC(=S)N1CCOCC1,3%,.,0.8,53,0.1%,-7%,i,0.4,i,3,9%,0.2%

# Shown tab-delimited: entries from further up.
molecule	SV40 large T antigen	TNAP activation fold	NTR1 agonist	NTR1 agonist cell count 20 µM	UTI89 phage lysis	PhoP inhibition	Myeloid diff 2	Myeloid diff 2 GFP+ MAC1+ %	T cell HTS	T cell HTS vesicle-bound %	Rac1 GTP hydrolysis	RSV antiviral HEp-2
Cc1ccnc2nc(C(=O)OCC(=O)N(Cc3ccccc3)C(C)(C)C)nn12	.	.	1.0	45	0.6%[50 µM]	.	i	0.7	i	31	5%	.
CN(C)c1ccc(C2CC(=O)NC3=C2C(=O)CC(C)(C)C3)cc1 (centres undefined)	21%	1	-0.5	49	4.7%	-5%	i	2.2	i	43	8%	0.2%
